Assay outcomes as filed in PubChem.
FID counter: fluorescent intercalator displacement, NS3 helicase counter-screen; inhibition, % at 7.9 µM; AID 1845; 0.17% of 290,000 active; DNA fluorescent intercalator displacement, fluorescence; in the data active = inhibition above about 37%;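 note: 0% = vehicle and 100% = reference compound; higher means more ethidium bromide displaced from hairpin DNA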
IMP-1 inhibitor: blocks Pseudomonas aeruginosa IMP-1 metallo-beta-lactamase; purified IMP-1, nitrocefin hydrolysis, epi-absorbance fluorescence; inhibition, % at 5.6 µM; 0.45% of 290,000 active; AID 1556;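 active = inhibition above the mean plus 3 SD of all compounds in the same screening run, cut at about 4.5% in these data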;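 note: 0% = IMP-1 with DMSO and 100% = DMSO wells lacking enzyme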
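Assay system: purified IMP-1; Quantity: IMP-1 0.2 nM before substrate addition; Medium: HEPES buffer pH 7.1 with ZnSO4 and Brij 35; Incubation: 15 min enzyme–compound preincubation, then 25 min nitrocefin reaction, 25 °C; Signal: fluorescence quenching readout, ex 480/em 530 nm; Controls: DMSO with and without IMP-1; Repeats: singlicate testing.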
OXTR ag: agonists of human oxytocin receptor. P30559. CHO-OTR cells, Fluo-8 calcium fluorescence; normalized: DMSO 0%, oxytocin 100%. activation, % at 3 µM. 0.32% of 320,000 active;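 active = activation above the mean of all tested compounds plus 3 SD, cutoff set per screening run, cut at about 20% in these data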;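 note: peak over basal fluorescence ratio from a 100 s FLIPR kinetic read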
V1R ag counter: activates human V1a receptor in oxytocin agonist counter-screen | AID 2797 | 0.25% of 320,000 active | activation, % at 3 µM | CHO-V1R cells, Fluo-8 calcium fluorescence, agonist mode; 0% DMSO, 100% 3 nM vasopressin;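 active = activation above the mean activation of all tested compounds plus 3 SD, per screening run, cut at about 20% in these data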;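 note: signal is peak over basal fluorescence ratio across a 100 second FLIPR read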
PHOSPHO1 block: PHOSPHO1 (human) inhibition | Q8TCT1 | recombinant PHOSPHO1, absorbance phosphatase assay | inhibition, % at 13.3 µM | 1.1% of 290,000 active; in the data active = inhibition above about 60%
Target sequence (Q8TCT1 whole entry, looked up): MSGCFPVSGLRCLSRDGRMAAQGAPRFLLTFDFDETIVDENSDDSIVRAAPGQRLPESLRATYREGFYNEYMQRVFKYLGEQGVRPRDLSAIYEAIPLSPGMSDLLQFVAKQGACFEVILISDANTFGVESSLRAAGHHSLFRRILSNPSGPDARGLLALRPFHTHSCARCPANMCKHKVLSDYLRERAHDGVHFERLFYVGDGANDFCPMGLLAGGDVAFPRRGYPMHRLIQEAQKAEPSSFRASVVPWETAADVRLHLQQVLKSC
HCV NS3 hel inh: HCV NS3 helicase inhibition. inhibition, % at 10.9 µM. 0.56% of 290,000 active. AID 1800. NS3 helicase DNA unwinding, Cy5 molecular beacon fluorescence;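 active = inhibition above the mean of all tested compounds plus 3 SD, set per campaign, cut at about 35% in these data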;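 note: 0% = DMSO wells and 100% = thioflavine S control wells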
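Test system: hepatitis C virus NS3 helicase domain fragment enzyme. Also added: annealed dual-labelled DNA beacon duplex, ATP-started. Timing: 60 min unwinding reaction at 25 °C after ATP addition. Technique: Cy5 fluorescence. Measure: % inhibition of unwinding.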
VIM-2 inh: blocks Pseudomonas aeruginosa VIM-2 metallo-beta-lactamase; purified VIM-2, nitrocefin hydrolysis, epi-absorbance fluorescence; inhibition, % at 5.6 µM; 0.89% of 290,000 active; AID 1527;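 active = inhibition above the mean of all tested compounds plus 3 SD, cutoff set per screening run, cut at about 7.5% in these data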;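 note: red hydrolysis product quenches plate fluorescence so inhibitors raise well fluorescence; 0% = enzyme with DMSO and 100% = DMSO without enzyme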
GPR7 antagonist: human neuropeptides B/W receptor 1 antagonism. GPR7-expressing cells, fluorescence antagonist assay. inhibition, % at 4.4 µM. 1.1% of 290,000 active; in the data active = inhibition above about 16%, passing the limit was not always enough;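 note: cells stimulated with the agonist NPW; 0% = agonist with vehicle and 100% = vehicle without agonist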
Target sequence (P48145 whole entry, looked up): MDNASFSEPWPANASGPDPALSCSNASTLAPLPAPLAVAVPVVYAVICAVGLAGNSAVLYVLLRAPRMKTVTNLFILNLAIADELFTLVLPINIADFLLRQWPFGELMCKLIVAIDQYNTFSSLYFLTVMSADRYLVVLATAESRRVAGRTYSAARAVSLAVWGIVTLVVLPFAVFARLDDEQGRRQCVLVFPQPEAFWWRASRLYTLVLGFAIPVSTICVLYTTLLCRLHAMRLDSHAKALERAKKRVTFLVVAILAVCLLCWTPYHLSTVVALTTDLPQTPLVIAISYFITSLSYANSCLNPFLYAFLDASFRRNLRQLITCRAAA
GalR3 antagonist: antagonists of human GalR3; O60755; HEK293 GalR3-CNG cAMP membrane potential fluorescence; galR3 body fused to GalR1 C-terminus; inhibition, % at 3 µM; 0.44% of 360,000 active;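 active = inhibition above the screen-wide average plus 3 SD, cut at about 13% in these data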;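 note: forskolin and galanin both at EC90 stimulate the cells; cAMP rise reported by CNG channel membrane potential dye signal; 0% = forskolin plus galanin with DMSO and 100% = forskolin alone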
Target sequence (O60755 1-299 limits assumed): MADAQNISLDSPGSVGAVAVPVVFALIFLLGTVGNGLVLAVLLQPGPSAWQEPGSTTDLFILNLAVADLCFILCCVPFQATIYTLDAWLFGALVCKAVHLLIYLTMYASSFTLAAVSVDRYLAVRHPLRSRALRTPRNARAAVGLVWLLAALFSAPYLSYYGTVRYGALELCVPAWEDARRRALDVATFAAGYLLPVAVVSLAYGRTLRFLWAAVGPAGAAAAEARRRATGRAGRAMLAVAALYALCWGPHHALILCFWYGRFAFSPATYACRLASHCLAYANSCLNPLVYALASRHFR
* = called active by the depositor; / = no result given. No enrichment for hits, and some 4.3% of all compounds hit somewhere here.

[1] CCC1(C)Cc2c(sc3c2c(=O)n(C)c2nnc(SCC(=O)c4ccc(Cl)cc4)n32)CO1 (stereo not given)
[2] CN(CCOc1ccc(Cl)cc1)CC(O)c1ccccc1 (stereo not given)
[3] Cc1ccc2nc(-c3ccco3)c(Nc3ccccc3)n2c1
[4] N#Cc1ccccc1CN1C(=O)NC2(CCCCCC2)C1=O
[5] OC(COCc1ccc2c(c1)OCO2)CN1CCCCC1 (stereo not given)
[6] CCc1ccc(C(=O)CSc2nc(N)cc(=O)[nH]2)cc1
[7] COc1cc(NC(=O)c2sc3ncn(CC(=O)N4CCCC(C)C4)c(=O)c3c2C)cc(OC)c1OC (stereo not given)
[8] CCC(c1nnc(SCC(=O)N2CCOCC2)n1C1CCCCC1)N(C)C (stereo not given)
Assay by compound	1	2	3	4	5	6	7	8
FID counter	-2	8	-17	-11	-8	-5	-51	-5
IMP-1 inhibitor	-1.9	0.8	-0.8	-3.0	-2.1	0.0	-1.6	-1.2
OXTR ag	/	3.3	-2.8	-0.8	0.5	0.1	0.0	0.3
V1R ag counter	/	5.2	-1.8	0.0	1.1	3.0	2.0	-0.1
PHOSPHO1 block	/	9	-6	15	24	24	33	10
HCV NS3 hel inh	2	-11	31	5	6	5	1	0
VIM-2 inh	-2.7	-0.8	1.9	-1.2	-2.9	-0.5	-6.6	0.1
GPR7 antagonist	0	17	7	10	-6	-16	-9	-8
GalR3 antagonist	/	-11	-13	-7	-6	-3	4	0

Full records as entered above:
CCC(c1nnc(SCC(=O)N2CCOCC2)n1C1CCCCC1)N(C)C (stereo not given) is entered as FID counter: -5; IMP-1 inhibitor: -1.2; OXTR ag: 0.3; V1R ag counter: -0.1; PHOSPHO1 block: 10; HCV NS3 hel inh: 0; VIM-2 inh: 0.1; GPR7 antagonist: -8; GalR3 antagonist: 0
Cc1ccc2nc(-c3ccco3)c(Nc3ccccc3)n2c1 is entered as FID counter: -17; IMP-1 inhibitor: -0.8; OXTR ag: -2.8; V1R ag counter: -1.8; PHOSPHO1 block: -6; HCV NS3 hel inh: 31; VIM-2 inh: 1.9; GPR7 antagonist: 7; GalR3 antagonist: -13

More records:
[9] NS(=O)(=O)c1ccc(CCNC(=O)CSc2ccc3ccccc3c2)cc1
[10] CCc1nnc(NC(=O)c2nc(S(=O)(=O)Cc3cccc(C)c3)ncc2Cl)s1
[11] Cc1ccc(C(=O)Nc2nc3ccccc3n2CCN2CCCC2)cc1
[12] CCOC(=O)N1CCN(C(=O)CCl)CC1
[13] CC(=O)Oc1ccc(/C(C)=N\N2CCN(Cc3ccc(Cl)cc3)CC2)cc1
[14] O=c1[nH]c2ccsc2c(=O)n1-c1ccc(F)c(Cl)c1
[15] CN(CC(=O)N1CCc2ccccc21)S(=O)(=O)c1ccc(Br)s1
[16] CC1=C(C(=O)Nc2cc(C(=O)N3CCC(C)CC3)ccc2C)SCCO1
Assay by compound	9	10	11	12	13	14	15	16
FID counter	-13	-38	13	4	-10	-1	-16	-42
IMP-1 inhibitor	-4.3	-4.8	-0.3	-0.3	-0.4	-0.2	-0.4	-1.6
OXTR ag	4.4	-1.1	-0.7	-0.2	-1.5	2.7	-2.0	-0.1
V1R ag counter	6.5	-0.1	-1.1	-0.5	0.6	-0.5	-0.4	0.6
PHOSPHO1 block	32	26	-7	4	36	16	-19	21
HCV NS3 hel inh	5	15	1	7	-3	0	-10	-1
VIM-2 inh	-1.6	-4.0	-1.1	-1.2	0.8	-1.4	-3.0	-4.3
GPR7 antagonist	-3	-4	8	-9	-10	-11	1	9
GalR3 antagonist	-5	-8	-6	0	-10	-1	-2	-7

[17] CCOC(=O)N1CCN(C(=O)c2cn(CC)c3ccc(S(=O)(=O)N4CC(C)CC(C)C4)cc3c2=O)CC1 (stereo not given)
[18] CN(Cc1ccccc1)S(=O)(=O)c1cccc(C(=O)O)c1
[19] CCc1ccc(NC(=O)N(C2CCC(C)CC2)C2CCN(C(C)=O)CC2)cc1 (stereo not given)
[20] CC(C)C(=O)Nc1cccc(-c2cnc3ccccc3n2)c1
[21] Cc1ccccc1CC1(CO)CCCN(C(=O)CCN2CCCO2)C1 (stereo not given)
[22] Cc1nnc(SCC(=O)N2CCN(c3ccccc3)CC2)n(N)c1=O
[23] Cc1ccccc1CC(=O)NC1CCCCCC1
[24] CCCn1nnnc1SCC(=O)NCc1ccc(OC)cc1
Assay by compound	17	18	19	20	21	22	23	24
FID counter	-22	-6	-5	-8	-22	-1	-16	-2
IMP-1 inhibitor	-2.2	0.7	-3.8	-4.4	-1.7	-1.6	0.2	-4.2
OXTR ag	-1.9	0.4	-0.6	-0.9	1.2	0.7	-1.2	0.2
V1R ag counter	-0.4	-0.5	0.5	0.5	-0.3	1.8	-0.9	0.4
PHOSPHO1 block	-5	4	24	0	29	5	/	-5
HCV NS3 hel inh	-1	-12	7	1	-4	-5	15	8
VIM-2 inh	0.5	-0.6	-2.7	-2.8	-1.1	-1.4	3.1	-1.3
GPR7 antagonist	-7	-18	-14	9	-18	-4	20	5
GalR3 antagonist	-2	-2	-3	-6	0	-3	-6	-6

Continuation:
Second line of a record – FID counter, IMP-1 inhibitor, OXTR ag, V1R ag counter, PHOSPHO1 block, HCV NS3 hel inh, VIM-2 inh, GPR7 antagonist, GalR3 antagonist
#25 CCOc1cccc(C2C(C#N)=C(N)Oc3cc(C)oc(=O)c32)c1OCC (stereo not given)
 : -7, 1.9, -1.2, 0.3, -10, 2, 1.1, 18, -2
#26 CNC(=S)N/N=C(\C)c1ccc(Cl)s1
 : 1, 2.0, -1.7, -0.1, 20, 5, -1.7, 5, 2
#27 CCOC(=O)N1CCN(C(=O)COc2ccccc2Cl)CC1
 : -9, -6.2, 0.5, 0.4, 22, 0, -2.3, -3, 7
#28 C=CCn1c(SCc2csc(C)n2)nc2sc3c(c2c1=O)CCCC3
 : -7, -2.8, 1.0, 3.6, 10, -1, -1.4, -7, -2
#29 O=C(COC(=O)c1cc2c(s1)CCCC2)Nc1ccc(Cl)cn1
 : 2, -0.6, 1.4, 0.6, -9, -12, -2.8, -4, -4
#30 CCCCOc1ccc(C2/C(=C(/O)c3ccc4c(c3)CC(C)O4)C(=O)C(=O)N2CCCN2CCOCC2)cc1OC (stereo not given)
 : -52, -2.9, 0.0, 1.0, 36, 8, -0.2, -3, -2
#31 COc1ccccc1/C=C1\Oc2cc(OC(=O)N3CCOCC3)ccc2C1=O
 : -2, -1.2, -0.6, 0.3, 28, 3, -0.6, -6, -3
#32 CCOC(=O)/C(C#N)=C/c1ccc(SC)cc1
 : 0, -1.5, 0.3, 0.1, -10, 4, -2.0, -27, -3
#33 Cc1ccccc1OCC(=O)NNC(=O)CCc1ccccc1
 : 1, -3.0, -0.5, -1.4, 15, 8, -2.2, -2, -5
#34 COc1cccc(CNc2ccc3c(c2)ncn3C)c1OC
 : -4, -1.0, /, /, 15, 0, -0.2, -13, -1

Remaining list, next part.
Second line of a record – FID counter, IMP-1 inhibitor, OXTR ag, V1R ag counter, PHOSPHO1 block, HCV NS3 hel inh, VIM-2 inh, GPR7 antagonist, GalR3 antagonist
#35 COC(=O)c1[nH]c2cccc(OC)c2c1NC(=O)CCN1CCC(C)CC1
 : 5, -0.6, 0.3, 0.4, -2, 26, -2.8, -8, -4
#36 CCOC(=O)C1CCN(Cc2cc(C(C)C)c(O)c(C(C)C)c2)CC1
 : 0, -3.6, 0.4, 0.4, -12, -1, -2.8, -6, -7
#37 CC(=O)c1cccc(NS(=O)(=O)c2cc3c(cc2C)NC(=O)CO3)c1
 : -1, -2.1, 0.3, 2.4, 14, -15, -1.4, -15, -10
#38 Cc1ccccc1OCC(=O)NCCNC(=O)c1ccccn1
 : -18, -0.4, 0.3, 1.7, 39, 12, -3.2, -19, -9
#39 Cc1nc2ccc(S(=O)(=O)NCC(=O)NCc3ccc(Cl)cc3)cc2s1
 : -19, -2.4, 1.9, 2.3, -22, -7, -2.4, -5, -9
#40 Cc1onc(-c2ccccc2Cl)c1C(=O)N1C=CC(C(F)(F)F)=NCC1
 : 2, -1.1, 0.9, 1.2, 3, 7, -2.5, -6, 2
#41 O=C(CNc1ccc2ccccc2c1)N/N=C/c1ccc(OC(=O)/C=C/c2ccco2)cc1
 : -10, -1.0, 0.2, -0.7, -8, 12, -3.3, -7, -1
#42 NC(=O)/C(=N\O)c1ccccc1
 : 6, 0.1, 1.4, 0.0, 7, -1, -2.4, 1, -4
#43 O=C(c1ccco1)N1CCN(c2ncnc3c2cnn3-c2ccccc2)CC1
 : -28, -2.6, 3.7, 3.9, -3, 2, 0.3, -1, -2
#44 COC(=O)CN(c1ccccc1)S(=O)(=O)c1ccccc1
 : -2, -2.2, -0.9, -0.6, -18, -7, 1.2, -2, -1

(listing goes on)
Second line of a record – FID counter, IMP-1 inhibitor, OXTR ag, V1R ag counter, PHOSPHO1 block, HCV NS3 hel inh, VIM-2 inh, GPR7 antagonist, GalR3 antagonist
#45 COc1ccc(NC(=S)Nc2ccccn2)cc1
 : -14, -2.7, -1.1, -0.5, 38, 12, 0.1, 1, -7
#46 Cc1cc(C)n(-c2ncccc2[N+](=O)[O-])n1
 : -1, -1.0, 0.6, 0.6, -4, -7, -1.0, -9, -3
#47 O=C1OCC/C1=C\OCCCO/C=C1\CCOC1=O
 : -3, -1.9, 0.7, -0.1, 42, 11, -1.4, -5, -5
#48 COC(=O)c1nnn(-c2ccc(F)c(Cl)c2)c1C(=O)OC
 : 0, -3.9, -1.0, -0.6, -2, 1, -3.5, 1, 3
#49 Nc1ncnc(NC2CCS(=O)(=O)C2)c1[N+](=O)[O-] (stereo not given)
 : -3, -2.5, 0.7, 1.0, 44, 3, -1.1, -13, -4
#50 COCCNCCOc1ccccc1-c1ccccc1
 : 25, 0.2, 2.9, 2.9, 0, 7, 2.6, 8, -5
#51 CN1C(=O)CSC1=Nc1cccc(Cl)c1
 : -3, -2.9, -1.2, 0.6, /, -21, 0.6, -16, -7
#52 CC(NC(=O)CC1Sc2ccccc2NC1=O)c1ccccc1 (stereo not given)
 : -8, -0.7, -1.9, -0.3, 34, -9, -1.8, -16, -3
#53 CC(Sc1ncc(C(F)(F)F)cc1Cl)C(=O)NCC1CCCO1 (stereo not given)
 : -13, -0.5, -0.2, -0.4, -22, 7, 0.5, -10, 1
